Screening data from PubChem BioAssay.
Pol beta inh: blocks human DNA polymerase beta activity. P06746. Pol beta primer extension/strand displacement, fluorescence kinetic. Potency, µM (top dose mostly 114 µM), for inactives: top-dose activity change, negative = inhibition, usual class: inhibitors. hit rate 1.3% among 340,000. AID 485314; also: % is scaled to controls: 0 for no effect and ±100 for the full control effect
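Enzyme-only controls used 10 nM Pol beta; buffer lacking enzyme served as negative control. Compound preincubated 15 min, then 50 nM substrate added; 0 and 10 min reads at room temperature.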
BAZ2B inh: blocks human BAZ2B; AID 504333; AlphaScreen BAZ2B-H3K14Ac peptide displacement; Q9UIF8; hit rate 4.4% among 360,000; Potency, µM (series often up to 114 µM), inactives show at the highest dose activity change, negative = inhibition, most hits filed as inhibitors; also: % is scaled to controls: 0 for no effect and ±100 for the full control effect; nearly all actives have a fitted effect of over 60% in size
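AlphaScreen luminescence quantifies BAZ2B engagement of H3K14Ac peptide; the protein and biotinylated peptide are both at 50 nM final, buffer PBS pH 7.4 with 0.01% Tween-20, all steps at room temperature.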
POLI inh: DNA polymerase iota (human) inhibition. Pol iota fluorescent replication assay, 10 min. Potency, µM (series often up to 115 µM), for inactives: at the top dose activity, negative = inhibition, most hits filed as inhibitors. hit rate 1% among 390,000. Q9UNA4
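Pol iota at 10 nM preincubated 15 min with compounds at room temperature; reaction started with fluorescent substrate, 50 nM final. Fluorescence read kinetically at 0 and 10 min; buffer-only wells as negative control.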
Pol eta inh: DNA polymerase eta (human) inhibition. Q9Y253. recombinant Pol eta, fluorescent DNA replication assay. Potency, µM (series often up to 114 µM), inactives show at the highest dose activity change, negative = inhibition, hits mostly inhibitors. hit rate 1.2% among 390,000. AID 588591; also: % is scaled to controls: 0 for no effect and ±100 for the full control effect
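Pol eta (10 nM) was preincubated with compounds for 15 min at room temperature, after which fluorescent replication substrate (50 nM final) was added to start the reaction. Fluorescence was read kinetically at 0 and 10 min.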
BLM inh: inhibitors of human Bloom syndrome helicase BLM | P54132 | recombinant BLM DNA unwinding, fluorescence dequenching | Potency, µM (highest dose often 56.1 µM), inactives show at the top dose activity change, negative = inhibition, hits mostly inhibitors | hit rate 0.2% among 350,000;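 also: plate controls were vehicle for no effect and no enzyme for full effect; nearly all actives have a fitted effect of over 35% in size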
POLK inh: DNA polymerase kappa (human) inhibition | Potency, µM (titrated, usually from 107 µM), without a hit: top-dose activity, negative = inhibition, usual class: inhibitors | AID 588579 | purified Pol kappa, fluorescent DNA synthesis assay, 10 min | hit rate 0.53% among 400,000 | Q9UBT6; also: % is scaled to controls: 0 for no effect and ±100 for the full control effect
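10 nM Pol kappa preincubated 15 min at room temperature with compounds, then reaction started with substrate at 50 nM final. Fluorescence read kinetically at 0 and 10 min; buffer-only wells served as negative control.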
Anesthetic bind: candidate novel general anesthetic via apoferritin binding | apoferritin/1-aminoanthracene competitive binding, fluorescence | Potency, µM (series often up to 77.5 µM), for the others: at the top dose activity change, negative = displacement, hits mostly inhibitors | hit rate 0.074% among 350,000 | AID 485281; also: % is scaled to controls: 0 for no effect and ±100 for the full control effect; nearly all actives have a fitted effect of over 20% in size
Target sequence (P02791 2-175 limits assumed): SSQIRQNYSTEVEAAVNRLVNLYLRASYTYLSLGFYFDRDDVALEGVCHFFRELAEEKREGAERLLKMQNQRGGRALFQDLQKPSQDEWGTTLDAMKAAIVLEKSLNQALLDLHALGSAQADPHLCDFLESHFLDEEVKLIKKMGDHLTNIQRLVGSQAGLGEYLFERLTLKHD
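Steps: apoferritin (10 uM) was premixed with half-saturated 1-AMA in PBS, compounds were pin-transferred, plates stood 10 min at room temperature, fluorescence was read at 380/535 nm, and curves were fitted with a Hill equation.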
APEX1 inh: blocks human APE1 abasic DNA cleavage | hit rate 0.35% among 350,000 | Potency, µM (series often up to 65.8 µM), without a hit: at the top dose activity change, negative = inhibition, hits mostly inhibitors | AID 2517 | recombinant APE1, TAMRA/BHQ-2 abasic DNA cleavage fluorescence;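 also: plate controls were vehicle for no effect and reference inhibitor for full effect; nearly all actives have a fitted effect of over 55% in size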
Target sequence (P27695 whole entry, looked up): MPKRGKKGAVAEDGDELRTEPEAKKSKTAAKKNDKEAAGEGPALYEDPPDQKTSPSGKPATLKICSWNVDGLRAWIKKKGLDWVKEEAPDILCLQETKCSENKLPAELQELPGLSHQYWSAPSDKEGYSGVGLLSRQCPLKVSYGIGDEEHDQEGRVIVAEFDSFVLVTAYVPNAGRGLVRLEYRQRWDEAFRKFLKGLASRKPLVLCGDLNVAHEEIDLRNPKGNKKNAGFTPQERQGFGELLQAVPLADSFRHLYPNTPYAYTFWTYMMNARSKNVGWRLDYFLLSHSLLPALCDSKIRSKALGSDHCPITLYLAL
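Compound pre-exposure to 0.75 nM APE1, 15 min at ambient temperature. Reaction initiated with 50 nM TAMRA/BHQ-2 THF substrate, read immediately in kinetic mode, 525 nm excitation, 598 nm emission.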
G9a block: blocks human histone lysine methyltransferase G9a; Potency, µM (highest dose often 102 µM), for the others: at the top dose activity, negative = inhibition, hits mostly inhibitors; hit rate 8.8% among 350,000; G9a H3K9 monomethylation, AlphaScreen, 2 h; Q96KQ7; AID 504332; also: % is scaled to controls: 0 for no effect and ±100 for the full control effect; nearly all actives have a fitted effect of over 75% in size
Target sequence (Q96KQ7 913-1193 limits assumed): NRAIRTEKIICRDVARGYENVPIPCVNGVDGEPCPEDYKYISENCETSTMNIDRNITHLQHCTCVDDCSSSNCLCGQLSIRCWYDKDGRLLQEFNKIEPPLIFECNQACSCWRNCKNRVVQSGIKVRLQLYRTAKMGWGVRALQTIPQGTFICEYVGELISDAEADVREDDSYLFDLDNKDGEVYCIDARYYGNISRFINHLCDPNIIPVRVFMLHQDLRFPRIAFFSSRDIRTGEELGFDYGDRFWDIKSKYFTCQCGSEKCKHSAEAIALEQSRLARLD
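Compounds were preincubated with 20 nM G9a for 15 min, after which biotinylated H3K9 peptide (500 nM) and SAM (20 uM) started a 2 h room-temperature reaction. Monomethylated product was quantified by antibody-based AlphaScreen chemiluminescence.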
Starred values were filed as active, the others as inactive; ? = inconclusive; · = no result given; [ ] = dose if it differs, or a comment. Calls follow the shape of the dose curve; as a rule, active = well fitted curve in the direction sought with a large enough effect; inconclusive = small, poorly fitted or top-dose-only effect, or another doubt; inactive = no such curve, though single readings can be large; an effect the other way counts as inactive or inconclusive. Potency is read from the fitted curve at half-maximal effect. Not all compounds are listed; the hit share may differ from the screen's.

Pol beta inh	BAZ2B inh	POLI inh	Pol eta inh	BLM inh	POLK inh	Anesthetic bind	APEX1 inh	G9a block	SMILES
-3%	-36%	4%	-25%	1%	-9%	-3%	·	-27%[59 µM]	Cc1ccccc1Nc1nnc(-c2ccc(C)c(S(=O)(=O)N3CCN(C)CC3)c2)c2ccccc12
6%	-12%	9%	2%	-6%	-5%	-6%	10%	24%[59 µM]	O=C(CN1C(=O)/C(=C/c2ccc(F)cc2)SC1=S)NC1CCS(=O)(=O)C1 (centres undefined)
94%	-3%	16%	-7%	-5%	5%	-6%	0%	3%[59 µM]	COc1ccc(N=C2NC(=O)C(CO)(CO)S2)cc1
19%	-14%	?	-3%	-9%	-9%	-4%	27%	12%	O=C(CN1C(=O)COc2ccccc21)Nc1ccc(N2CCOCC2)cc1
2%	7%	24%	-6%	-3%	-5%	-5%	2%	-5%[59 µM]	CN(C)C(=O)c1ccc(Oc2ccc(C(=O)N(C)C)cc2)cc1
33%[activator]	-9%	-19%	-2%	-5%	-15%	-17%	-10%	10%[0.501 µM]	COc1cccc(-c2csc(N3CCN(CC(=O)NNC(=O)c4ccc(Cl)cc4)CC3)n2)c1
1%	1%	-9%	-23%	-7%	-8%	-5%	·	-4%[59 µM]	CCc1cccc(NC(=O)C(Cc2ccccc2)NS(=O)(=O)c2cccs2)c1 (centres undefined)
12%	?	50%[activator]	-23%	-11%	-17%	-5%	19%	?	CCOC(=O)C1CCCN(C(=O)c2cc(Nc3ccc(OC)cc3OC)nc3ccccc23)C1 (centres undefined)
-8%	?	-3%	-10%	-12%	-20%	-18%	2%	45µM*	COc1ccc(-n2c(Cc3cccn3C)nnc2SCC(=O)Nc2ccc(C)c(Cl)c2)cc1
-25%	?	2%	-15%	-11%	-23%	-21%	1%	45µM*	COc1ccc(-c2[nH]c(-c3ccc(C)cc3)nc2SCC(=O)Nc2nccs2)cc1
?	3%	71%[activator]	-18%	6%	-12%	1%	5%	-22%	COc1cc(OC)cc(C(=O)N[C@H](C(=O)Nc2cccc(S(=O)(=O)N3CCCC3)c2)C(C)C)c1
?	-39%	14%	-25%	2%	-5%	·	-1%	?	Nc1cccc(-c2nc3ccc(N)cc3s2)c1
12%	-19%	-11%	-5%	-1%	-4%	-9%	1%	7%	Cc1ccc2cc(CN(Cc3nnnn3C3CCCC3)C3CCCCC3)c(=O)[nH]c2c1C
20%	0%	30%	-11%	1%	-6%[60.1 µM]	-22%	-2%	4%	Fc1ccc(C2=Nn3c(Cc4ccccc4)nnc3SC2)cc1
-6%	?	32µM*	-16%	-2%	-4%	-14%	-5%	-1%	COc1ccc(C(C)=O)cc1COC(=O)c1ccc(N)c([N+](=O)[O-])c1

Nothing new here: entries from further up.
Pol beta inh	BAZ2B inh	POLI inh	Pol eta inh	BLM inh	POLK inh	Anesthetic bind	APEX1 inh	G9a block	SMILES
?	-39%	14%	-25%	2%	-5%	·	-1%	?	Nc1cccc(-c2nc3ccc(N)cc3s2)c1
12%	-19%	-11%	-5%	-1%	-4%	-9%	1%	7%	Cc1ccc2cc(CN(Cc3nnnn3C3CCCC3)C3CCCCC3)c(=O)[nH]c2c1C
20%	0%	30%	-11%	1%	-6%[60.1 µM]	-22%	-2%	4%	Fc1ccc(C2=Nn3c(Cc4ccccc4)nnc3SC2)cc1
-6%	?	32µM*	-16%	-2%	-4%	-14%	-5%	-1%	COc1ccc(C(C)=O)cc1COC(=O)c1ccc(N)c([N+](=O)[O-])c1

Remaining list, next part
Pol beta inh	BAZ2B inh	POLI inh	Pol eta inh	BLM inh	POLK inh	Anesthetic bind	APEX1 inh	G9a block	SMILES
13%	-3%	23%	1%	4%	-8%	-7%	1%	1%[59 µM]	COC(=O)CC1C(=O)NC2CCCCC2N1C(=O)c1ccccc1 (centres undefined)
-23%	-25%	-7%	?	-8%	-6%	-4%	4%	?	O=C(Nc1cc(Sc2ccccn2)cc([N+](=O)[O-])c1)c1cccc(F)c1
4%	8%	12%	5%	-9%	-5%	-5%	2%	-34%	CC(C)NC(=O)COc1ccc(S(=O)(=O)N2CCOCC2)cc1
86%	-6%	10%	-19%	2%	-9%	-9%	-2%	-10%[59 µM]	Cc1ccsc1/C=N/NC(=O)c1ccco1
13%	2%[57.1 µM]	11%	-6%	-7%	-1%	-1%	·	-34%[59 µM]	Cc1cc(C)cc(N2C(=O)CS(=O)(=O)C23C(=O)N(Cc2ccc(F)cc2)c2ccc(C)cc23)c1 (centres undefined)
-10%	238%[activator]	-13%	-6%	-2%	-1%	-11%	0%	36%[12.7 µM]	Cc1ccccc1OC(C)c1nc(-c2ccccc2)no1 (centres undefined)
22%	8%	61%[activator]	-16%	-3%	-3%	-5%	23%	66%[activator]	CNC(=O)CSc1nnc(-c2ccco2)n1-c1cccc(C)c1C
3%	-33%	?	-1%	0%	-3%	-3%	-1%	?	CCOC(=O)c1cc(-c2ccccc2)sc1NC(=O)c1ccc(OC)cc1
45%	0%	22%	2%	1%	-10%	-7%	6%	9%[59 µM]	Cc1ccc2cccc(Oc3cnccn3)c2n1
13%	18%	31%[activator]	-10%	1%	1%	-11%	3%	-37%	CSc1nc(-c2ccccc2)c(-c2ccccc2)[nH]1
8%	0%	-4%	-13%	5%	-8%	1%	3%	10%[12.7 µM]	CC1CCc2c(sc3ncn(N)c(=N)c23)C1 (centres undefined)
-2%	-9%	13%	-21%	-4%	-6%	?	22%	-2%	O=C1NC2(CCCCCC2)C(=O)N1Cc1ccccc1Br
-2%	-15%	133%[activator]	-18%	-1%	2%	-11%	16%	20%[2.33 µM]	C=CCNC(=O)/C(C#N)=C/c1c(N2CCN(c3ccccc3)CC2)nc2c(C)cccn2c1=O
1%	-6%	12%	-12%	-4%	-19%	-22%	2%	-44%	COc1cc(C(=O)NC(=S)Nc2ccc(NC(=O)c3ccco3)cc2)cc(OC)c1OC
8%	13%	?	-10%	0%	-3%	-5%	2%	-30%[59 µM]	CCNc1ccc(S(=O)(=O)C(F)(F)F)cc1NC(=O)C12CCC(CC1)C2

Ordered by molar mass (high to low): part of the list above
Pol beta inh	BAZ2B inh	POLI inh	Pol eta inh	BLM inh	POLK inh	Anesthetic bind	APEX1 inh	G9a block	SMILES
-2%	-15%	133%[activator]	-18%	-1%	2%	-11%	16%	20%[2.33 µM]	C=CCNC(=O)/C(C#N)=C/c1c(N2CCN(c3ccccc3)CC2)nc2c(C)cccn2c1=O
4%	8%	12%	5%	-9%	-5%	-5%	2%	-34%	CC(C)NC(=O)COc1ccc(S(=O)(=O)N2CCOCC2)cc1
45%	0%	22%	2%	1%	-10%	-7%	6%	9%[59 µM]	Cc1ccc2cccc(Oc3cnccn3)c2n1
86%	-6%	10%	-19%	2%	-9%	-9%	-2%	-10%[59 µM]	Cc1ccsc1/C=N/NC(=O)c1ccco1

(more compounds)
Pol beta inh	BAZ2B inh	POLI inh	Pol eta inh	BLM inh	POLK inh	Anesthetic bind	APEX1 inh	G9a block	SMILES
3%	4%	-2%	-14%	2%	5%	-11%	1%	9%[59 µM]	O=C(CCCOc1ccc(Cl)cc1Cl)NCC1CCCO1 (centres undefined)
22%	-36%	53%[activator]	?	-1%	12%	-11%	0%	-15%	Cc1c(NCc2ccccc2O)c(=O)n(-c2ccccc2)n1C
-8%	12%	5%	2%	-8%	-12%[60.1 µM]	-1%	·	49%[59 µM]	O=C(Nc1ccccc1)c1cnc(N2CCCCC2)c2ccccc12
·	-4%	-15%	-11%	·	-12%	·	26%	12%[2.33 µM]	Cc1ccc(S(=O)(=O)N(C)C)cc1NC(=O)CSc1nnc(C2CC2)n1C1CC1
0%	-1%	37%[activator]	-18%	-4%	1%[60.1 µM]	-2%	2%	-1%	OCCC1CN(Cc2ccncc2)CCN1C1CCCC1 (centres undefined)
32µM*	-35%	?	?	4%	?	-6%	-8%	-9%[12.7 µM]	CNC(=O)c1c[nH]c2ccc(S(=O)(=O)Nc3cccc(Cl)c3C)cc2c1=O
2%	-16%	-12%	-23%	-17%	-16%	?	18%	17%[59 µM]	CC(C)(C)c1ccc(-c2nc(NCc3cccnc3)c3ccccc3n2)cc1
-12%	0%	25%	-17%	-4%	-5%	-15%	2%	7%	Cc1ccc(S(=O)(=O)N2CCC(=O)N(CCOCc3cccc(C(F)(F)F)c3)CC2)cc1
-27%	-25%	?	-22%	-6%	-6%	-8%	2%	?	Cn1nc([N+](=O)[O-])nc1Oc1ccc(C(C)(C)C)cc1
27%	9%	·	·	-1%	·	-4%	3%	15%[59 µM]	CCOC(=O)c1[nH]c2ccc(OC)cc2c1NC(=O)CN1CCN(c2ccccn2)CC1
21%	-25%	9%	10%	-1%	-4%	-11%	?	?	Cc1cccn2c(=O)c(C=NCCO)c(NCc3ccco3)nc12
4%	6%	4%	-5%	-4%	-25%	?	9%	10%[12.7 µM]	c1cncc(-c2noc(C34CC5CC(CC(C5)C3)C4)n2)c1
1%	45µM*	-25%	-17%	2%	-5%	-19%	-9%	18%[0.501 µM]	COc1cc(/C=N/N2CCN(c3ccccc3)CC2)cc(OC)c1OC(C)=O
2%	5%	3%	-3%	-2%	-5%[60.1 µM]	-15%	1%	3%[12.7 µM]	O=C(NCc1ccco1)C1(c2ccccc2)CCCC1
